SUMO1 PPI mod: alters human SUMO1 binding to SIM partners | P63165 | SUMO1 binding to a labelled peptide, TR-FRET, 1 h | inhibition, % at 20 µM | actives 0.33% (n = 360,000); in the data active means inhibition above about 37%
NRP1-CendR mod: alters CendR peptide binding to human NRP-1. O14786. FAM-RPARPAR peptide binding to NRP-1, fluorescence polarization. inhibition, % at 25 µM. actives 0.85% (n = 360,000);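 active means inhibition or corrected inhibition above about 18%, plus a signal ratio from 0.5 to 1.5, limit read from the data, passing the limit was not always enough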; further: strong numbers were not always called active
Target sequence (O14786 whole entry, looked up): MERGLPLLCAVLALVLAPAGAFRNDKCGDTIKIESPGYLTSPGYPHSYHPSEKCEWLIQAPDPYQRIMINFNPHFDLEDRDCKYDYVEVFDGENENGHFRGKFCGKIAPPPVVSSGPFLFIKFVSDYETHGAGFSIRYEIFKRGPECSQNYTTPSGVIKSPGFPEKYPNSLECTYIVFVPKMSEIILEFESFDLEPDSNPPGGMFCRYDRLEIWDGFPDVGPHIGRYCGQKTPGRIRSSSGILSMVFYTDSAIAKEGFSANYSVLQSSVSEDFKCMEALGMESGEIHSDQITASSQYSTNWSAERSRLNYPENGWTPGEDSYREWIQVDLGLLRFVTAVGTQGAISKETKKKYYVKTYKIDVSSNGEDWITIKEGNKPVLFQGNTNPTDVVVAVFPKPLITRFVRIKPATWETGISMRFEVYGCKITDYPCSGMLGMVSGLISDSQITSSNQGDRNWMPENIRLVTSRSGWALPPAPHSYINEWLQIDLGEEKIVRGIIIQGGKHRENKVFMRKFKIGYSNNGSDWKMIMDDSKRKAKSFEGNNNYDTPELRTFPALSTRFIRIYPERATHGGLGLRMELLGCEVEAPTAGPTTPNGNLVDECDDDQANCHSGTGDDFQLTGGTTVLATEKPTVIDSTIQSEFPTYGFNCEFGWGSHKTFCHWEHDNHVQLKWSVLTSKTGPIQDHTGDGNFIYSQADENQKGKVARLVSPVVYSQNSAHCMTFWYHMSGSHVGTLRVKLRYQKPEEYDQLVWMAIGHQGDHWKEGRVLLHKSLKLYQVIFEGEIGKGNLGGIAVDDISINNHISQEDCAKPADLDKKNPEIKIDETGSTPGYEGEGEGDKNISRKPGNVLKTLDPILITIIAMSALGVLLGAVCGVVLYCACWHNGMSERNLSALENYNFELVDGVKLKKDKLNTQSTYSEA
Neddylation inh: cullin neddylation inhibition; P61081+Q13564; TR-FRET cullin neddylation, biochemical; calls only at 25 µM; actives 0.58% (n = 360,000); AID 651699; in the data active means inhibition above about 36%
TbMetRS inhib: blocks T. brucei methionyl-tRNA synthetase activity | inhibition, % at 11.9 µM | actives 0.4% (n = 360,000) | purified T. brucei MetRS, ATP depletion, Kinase-Glo luminescence | AID 624268;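 active means inhibition above a per-plate cutoff of the control wells' mean inhibition plus 3 SD, cut at about 5.5% in these data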;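 further: 0% = DMSO wells median and 100% = median of wells with control inhibitor compound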
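assay system = parasite MetRS enzyme | timing = 15 min preincubation, 2 h reaction, all 25 °C | evaluation = percent inhibition relative to median high and low control wells | medium = HEPES buffer containing pyrophosphatase, BSA, spermine, DTT | compound = single dose, 11.9 µM final nominal, 0.9% final DMSO | detection = Kinase-Glo luminescence, ATP depletion format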
STEP inh: blocks human striatal-enriched tyrosine phosphatase; P54829; recombinant STEP, OMFP fluorogenic substrate, fluorescence; inhibition, % at 20 µM; actives 0.25% (n = 360,000); AID 588621;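 active means inhibition at 20 µM, scaled per plate between control wells, above about 37%, limit read from the data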;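 further: 0% = DMSO with enzyme and substrate and 100% = substrate only without enzyme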
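Material: STEP (striatal-enriched tyrosine phosphatase) enzyme, cell-free; Compound dosing: 20 µM single dose in 1% DMSO; Technique: fluorescence read at 480 nm ex / 540 nm em; Times: reaction 20 min, ambient temperature; Medium: 50 mM Bis-Tris pH 6.0 with 2.5 mM DTT and 0.005% Tween 20; Also added: OMFP at 25 µM.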
SKN-1 block: C. elegans SKN-1 inhibition; AID 624304; actives 0.49% (n = 360,000); inhibition, % at 21.8 µM; C. elegans VP596 Pgst-4::GFP/RFP ratio, acrylamide-induced, 24 h;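 active means interference check ratio from 0.5 to 1.5 plus GFP to RFP signal ratio inhibition reaching or exceeding a fixed threshold, cut at about 30% in these data, passing the limit was not always enough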; further: some compounds called inactive have numbers as strong as hits
LMPTP block: LMPTP (human) inhibition; AID 651560; inhibition, % at 20 µM; actives 0.22% (n = 360,000); recombinant LMPTP-A, OMFP fluorogenic substrate, fluorescence intensity; P24666;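 active means compounds that cut the enzyme signal by at least half of the control window in the single-dose screen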;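 further: plate controls were DMSO wells with enzyme plus substrate for no effect and substrate without enzyme for full effect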
Target sequence (P24666 whole entry, looked up): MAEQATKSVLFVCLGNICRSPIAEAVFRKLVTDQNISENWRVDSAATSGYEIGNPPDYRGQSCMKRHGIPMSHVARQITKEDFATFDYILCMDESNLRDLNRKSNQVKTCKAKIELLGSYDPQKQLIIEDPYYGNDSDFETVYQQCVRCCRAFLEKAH
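material = LMPTP-A | quantity = 0.625 nM enzyme | reagent = OMFP substrate, 400 µM final | buffer or medium = Bis-Tris pH 6.0, DTT, detergent | detection = endpoint fluorescence intensity from OMFP dephosphorylation | dosing = single 20 µM dose | read-out basis = % inhibition relative to no-enzyme and uninhibited control wells | control set = no-enzyme and uninhibited controls | timing = 50 min at room temperature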
DNMT1 block: blocks human DNA methyltransferase DNMT1; actives 0.83% (n = 360,000); P26358; inhibition (reported as % activation of signal), % at 10 µM; DNMT1 molecular beacon, Hinp1I cleavage, fluorescence; AID 588458; in the data active means inhibition above about 50%
Scp-1 inhibitor: inhibitors of human Scp-1 phosphatase; Recombinant Scp1, phosphopeptide, malachite green phosphate absorbance; inhibition, % at 20 µM; Q9GZU7; AID 493091; actives 0.88% (n = 340,000);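 active means inhibition above about 50% at 20 µM, limit read from the data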;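 further: plate controls were DMSO wells with enzyme for no effect and wells lacking enzyme for full effect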
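Test system – truncated SCP-1 phosphatase (76-261aa) · Reagent – Phosphorylated 17-residue peptide substrate · Incubation – 45 min room-temperature reaction, 5 min colour, 30 min stabiliser · Detection – colorimetric phosphate reagent with accelerator and stabiliser, absorbance at 630 nm · Measure – % inhibition at 20 µM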
NadD inh: inhibitors of Staphylococcus aureus NadD | purified NadD enzyme, colorimetric absorbance read-out | inhibition, % at 20 µM | actives 0.78% (n = 360,000); in the data active means inhibition above about 26%; further: some compounds past the cut are filed as inactive
Numbers without * were called inactive; i = inactive; . = not tested or not shown; & = joins results of further samples. Not a hit list; overall some 4.6% were active at least once.

SMILES	SUMO1 PPI mod	NRP1-CendR mod	Neddylation inh	TbMetRS inhib	STEP inh	SKN-1 block	LMPTP block	DNMT1 block	Scp-1 inhibitor	NadD inh
Cc1cc(=O)n(CC(=O)NCCN2CCOCC2)c2c1c(C)nn2-c1ccccc1	2.1	11.9	.	-0.2	-2.7	-6.3	-0.8	1.7	-5.2	1.6
COc1ccccc1N1CCN(CCCN2C(=O)C3CCCN3C2=O)CC1 (centres undefined)	2.8	-1.3	i	-0.2	-1.7	7.7	-5.0	0.0	-7.0	0.2
CC(C)(C)CC(C)(C)NC1=CC(=O)OC12CCCCC2	1.4	-1.3	i	-0.1	3.2	11.7	-0.2	4.3	-4.0	-1.1
O=C(NCCS(=O)(=O)NCCCc1ccccc1)c1ccccc1	-2.5	14.4	i	-0.3	-3.4	7.4	-0.5	4.3	-5.8	-1.2
COc1cc(CNC2CCCC2)cc(Br)c1OCC(=O)Nc1ccccc1C	-6.8	-3.3	i	-0.1	0.3	5.2	0.6	0.2	-12.6	-4.9
COc1ccc(C(=O)O)cc1S(=O)(=O)NC(C)(C)C	-2.6	-3.6	i	-0.3	-1.8	-4.0	-1.4	0.0	-9.0	-5.9
COc1ccc(OC)c(-n2cnnn2)c1	-0.9	-2.7	i	-1.5	0.2	-12.1	-2.6	4.1	-7.3	0.8
COc1ccc(S(=O)(=O)N2CCC(C(=O)N[C@@H](C)C(=O)NCc3ccc(F)cc3)CC2)cc1	4.7	-3.2	i	-0.1	1.7	18.0	-0.2	-3.1	-3.5	1.5
O=C(c1ccc2c(c1)OCCO2)N1CCN(c2ccc(C(F)(F)F)cn2)CC1	6.0	-9.1	i	-0.3	-2.9	10.0	1.4	3.0	.	-1.3
CCOc1ccccc1CNC(=O)c1ccc(NC(=O)C2=C(C)OCCS2)cc1	10.8	1.7	i	-0.2	-1.8	-10.7	1.9	-4.7	-8.6	-8.2
Cc1ccc(S(=O)(=O)N2CCN(C(=O)CSc3cc(C)ccc3C)CC2)c(C)c1	-5.1	0.6	i	-0.5	-0.6	-16.9	-0.2	-2.7	-4.8	-5.0
Cc1sc2ncnc(NCCc3ccc(S(N)(=O)=O)cc3)c2c1C	-3.8	4.0	i	-0.2	1.1	-7.7	-0.3	0.1	-10.1	-2.8
Cc1cc(C(=O)NCCc2ccc(Cl)cc2)c2ccccc2n1	-1.6	1.4	i	-0.5	-0.4	-1.3	0.3	-4.2	0.1	1.4
Cc1ccc(C(=O)CC(=O)c2ccc(C(C)(C)C)cc2)cc1	0.0	11.8	i	-0.6	6.3	1.5	-0.1	5.2	-5.7	6.4
CN1CCN(NC(=O)c2cc(-c3ccc(Cl)s3)nc3ccccc23)CC1	-27.6	-2.9	.	-0.4	0.3	5.1	-0.8	3.0	-3.6	-8.7

Continued; it opens with the 2 that closed the last part.
SMILES	SUMO1 PPI mod	NRP1-CendR mod	Neddylation inh	TbMetRS inhib	STEP inh	SKN-1 block	LMPTP block	DNMT1 block	Scp-1 inhibitor	NadD inh
Cc1ccc(C(=O)CC(=O)c2ccc(C(C)(C)C)cc2)cc1	0.0	11.8	i	-0.6	6.3	1.5	-0.1	5.2	-5.7	6.4
CN1CCN(NC(=O)c2cc(-c3ccc(Cl)s3)nc3ccccc23)CC1	-27.6	-2.9	.	-0.4	0.3	5.1	-0.8	3.0	-3.6	-8.7
COC(=O)[C@]12CCCCC=C1N(Cc1ccc3c(c1)OCO3)C(=O)[C@H](CC(=O)NCCCN1CCCC1=O)C2	1.3	2.8	i	-0.2	.	2.8	0.0	.	.	.
CC1CCCN(C(=O)Cn2c(=O)oc3cc(S(=O)(=O)N4CCCCC4C)ccc32)C1 (centres undefined)	-0.5	-4.7	i	-0.5	-4.2	2.2	-1.9	-2.7	1.2	-10.0
O=C(Cn1cnc2c(cnn2-c2ccccc2)c1=O)c1ccc(Cl)cc1	0.0	-17.5	i	-0.1	2.8	5.3	-1.5	37.2	-16.1	-5.7
Cc1noc(C)c1COc1ccccc1C(=O)N1CCN(S(=O)(=O)c2ccccc2C(F)(F)F)CC1	8.0	-0.2	i	-0.3	1.9	8.2	0.3	0.1	-3.8	-1.5
CCCCNc1c(-c2cccc(SC3CCCCC3)c2)nc2ccc(Cl)cn12	4.8&1.6	1.8&-10.9	.	0.1&-0.8	1.1	-8.7&4.3	3.5&2.7	10.1	11.0	6.6&22.5
COC(=O)C1C(=O)c2c([nH]c(C(=O)OC3CCCC3)c2C)CC1C (centres undefined)	-5.0	1.5	i	-1.1	2.0	-4.4	0.8	-3.7	-12.3	-7.5
O=C(c1ccc(C(=O)N2CCCc3ccccc32)nc1)N1CCCc2ccccc21	-0.5	1.3	i	-1.0	-1.0	9.1	-1.1	2.8	-4.6	4.9
S=c1[nH]c(-c2cccs2)cn1-c1ccccc1	-9.6	-3.3	i	-0.9	2.1	-0.8	-0.7	-8.2	1.4	14.5
CC1(NC(=O)c2cc(Cl)nc3ccccc23)CCS(=O)(=O)C1 (centres undefined)	-1.9	8.9	i	-0.6	0.5	10.5	-1.9	2.5	-4.9	5.1
CC1(C(=O)Nc2ccc3c(c2)OCCO3)CCN1Cc1ccccc1OC(F)F (centres undefined)	7.2	-8.3	i	0.3	2.3	1.8	-1.3	3.3	.	-3.3
CCOC(=O)C1=C(CN2CCN(C(=O)c3ccco3)CC2)NC(=O)NC1c1ccc(C)cc1 (centres undefined)	-1.1	0.8	i	-0.9	0.9	15.7	-1.6	-0.7	2.3	-1.8
O=C(N/N=C/c1c[nH]c2ccc(Br)cc12)c1ccccn1	-8.5	2.0	i	-0.7	-1.4	12.1	0.3	-6.9	-6.2	-9.4
Cc1ccc(C(=O)N/C(=C/c2ccc(C(C)C)cc2)C(=O)NCCCN2CCOCC2)cc1	9.3	10.2	i	-0.2	2.8	7.3	-1.7	-2.7	-11.4	-6.0
COC(=O)c1sc(NC(=O)CSc2nnnn2C)nc1C	-3.7	8.6	i	-0.1	-1.2	16.4	0.4	1.1	-5.8	7.6
COCCCN1CN(S(=O)(=O)c2cccs2)c2nc3ccccc3nc21	-7.4	-3.7	i	0.5	2.3	7.6	-2.2	-0.8	-14.9	-2.1
CCOc1ccc(CCNC(=O)Cn2c(-c3nonc3N)nc3ccccc32)cc1OCC	-3.6	-10.3	i	-2.2	-1.8	5.7	-0.6	4.1	-2.2	-8.4
COC(=O)C1C(=O)C=C(N2CCOCC2)CC1(C)C (centres undefined)	-2.8	-8.7	i	-0.8	-1.7	14.6	-1.3	7.0	-7.0	-2.4
COc1ccc(NC(=S)NCCCCCC(=O)C[N+](=O)[O-])cc1	-2.1	-7.8	i	-0.1	0.1	7.0	2.3	-6.7	-6.4	16.1
Cc1ccc2c(CSc3nncs3)cc(=O)oc2c1	6.4	0.4	i	-0.1	2.1	3.8	-0.4	0.4	-5.2	-3.2
COc1nc(NC2CCCCC2)nc(N2CCCCCC2)n1	-7.0	9.5	i	-1.1	-3.0	-3.5	2.0	3.7	-2.2	9.3
CCN(CC)S(=O)(=O)c1ccc(C(=O)OCC(=O)Nc2ccc(-c3nc4ccc(C)cc4s3)cc2)cc1	-1.1	-2.0	i	-0.5	3.0	3.3	-0.2	32.9	7.3	-0.3
COC(=O)C[C@H]1c2cc(C(F)(F)F)ccc2S(=O)(=O)N1C1CCCCC1	0.0	14.4	i	-0.2	-2.8	1.0	1.9	1.1	-3.6	-0.3
O=C(Nc1nc(-c2ccc(F)cc2)cs1)c1ccc(N2C(=O)CCC2=O)cc1	-4.5	-11.9	i	-0.3	-2.4	-1.5	-1.0	-1.3	16.0	9.0
CC(=O)Nc1cccc(-c2cc3nc(NCc4cccnc4)n(C)c(=O)c3s2)c1	-28.6	-15.3	i	0.0	0.6	9.2	1.7	4.0	.	3.6
Nc1c(C(=O)Nc2cccc(Cl)c2Cl)sc2nc(-c3cccnc3)ccc12	0.4	-23.5	i	-1.6	-2.1	4.5	3.3	-18.1	9.6	18.2
CCC[C@@H]1CCCO[C@@](C(=O)NCc2ccccn2)(C(F)(F)F)C1	4.1	-7.6	i	-0.2	2.1	-19.7	1.0	-1.1	-5.2	-4.6
COCCN(CC1CCCN(C2Cc3ccccc3C2)C1)C(=O)c1cccc(C)c1 (centres undefined)	2.7	-1.1	i	-0.5	-3.5	3.4	-0.5	-4.4	-5.5	4.1
COc1ccc(C(CC(=O)Nc2nccs2)n2cccc2)cc1 (centres undefined)	-2.0	-7.3	i	-0.8	-4.3	17.9	-0.2	-1.1	2.0	10.3
CCCNC(=O)C1(C)CCCN(Cc2ccc(-c3ccccc3)cc2)C1 (centres undefined)	1.7	-0.1	i	0.3	-1.1	14.3	-1.6	5.2	.	2.4
O=C(NC(O)C(=O)c1cccs1)c1cccnc1 (centres undefined)	-1.5	13.0	i	-1.0	-3.6	1.7	-0.4	-0.1	3.2	-0.7
CC(C)COc1cccc(C(=O)N(C)CC(=O)Nc2cccc3ccccc23)c1	-3.7	-17.4	i	-0.4	-1.6	32.4	1.8	-1.5	2.6	6.3
O=S(=O)(NCC(c1ccco1)N1CCc2ccccc21)c1ccccc1 (centres undefined)	1.7	7.0	i	-0.4	-1.0	6.5	1.6	-1.9	-2.7	0.1
COc1ccccc1CCNC(=O)C(=O)NCC1OCCN1S(=O)(=O)c1ccccc1 (centres undefined)	3.9	-5.4	i	0.1	1.1	-10.7	-0.7	-12.6	-9.2	-6.0
CC(C)[C@H](NC(=O)c1c(F)cccc1F)C(=O)Nc1cccc(Br)c1	6.1	-3.0	i	-0.8	-2.1	15.9	1.2	-1.3	-13.1	-8.9
Nc1c(C(=O)NC2CCCC2)c2nc3ccccc3nc2n1/N=C/c1ccco1	1.6	-55.0	.	-1.1	-0.1	-9.7	1.0	-7.3	-2.5	0.0
CCOC(=O)C1CCCN(S(=O)(=O)c2cc3[nH]c(=O)c(=O)[nH]c3cc2C)C1 (centres undefined)	-0.5	-3.3	.	0.5	-1.3	6.5	0.6	0.9	-4.2	0.4
COc1ccc(CCn2nnnc2CN2CCN(C(=O)c3ccco3)CC2)cc1OC	3.3	-6.1	i	0.0	-1.3	8.9	0.0	3.0	-7.3	2.3

Shown with values ahead of the structure: part of the list above.
SUMO1 PPI mod,NRP1-CendR mod,Neddylation inh,TbMetRS inhib,STEP inh,SKN-1 block,LMPTP block,DNMT1 block,Scp-1 inhibitor,NadD inh,Molecule
-2.1,-7.8,i,-0.1,0.1,7.0,2.3,-6.7,-6.4,16.1,COc1ccc(NC(=S)NCCCCCC(=O)C[N+](=O)[O-])cc1
6.4,0.4,i,-0.1,2.1,3.8,-0.4,0.4,-5.2,-3.2,Cc1ccc2c(CSc3nncs3)cc(=O)oc2c1

Screens as filed in PubChem BioAssay.
